CRFBP-R2 block: blocks CRF-induced signaling of the CRF-BP/CRF-R2 complex; HEK293 CRF-R2/CRF-BP, CRF-induced calcium fluorescence; inhibition, % at 11.8 µM; hit rate 0.59% among 350,000; AID 588475;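 active = inhibition of the ligand-induced calcium signal above about 50% at the single tested concentration, limit read from the data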
PHOSPHO1 inh: blocks human PHOSPHO1 phosphatase activity; Q8TCT1; inhibition, % at 13.3 µM; recombinant PHOSPHO1, absorbance phosphatase assay; AID 1565; hit rate 1.1% among 290,000; in the data active = inhibition above about 60%
Target sequence (Q8TCT1 whole entry, looked up): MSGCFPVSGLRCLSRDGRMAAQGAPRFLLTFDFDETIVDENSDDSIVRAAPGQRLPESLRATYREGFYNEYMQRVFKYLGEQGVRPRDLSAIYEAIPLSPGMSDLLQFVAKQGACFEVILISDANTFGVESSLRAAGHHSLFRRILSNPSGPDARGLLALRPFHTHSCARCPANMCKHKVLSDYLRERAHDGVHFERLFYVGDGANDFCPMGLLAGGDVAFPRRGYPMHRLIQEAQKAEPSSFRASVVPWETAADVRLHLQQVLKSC
M4 PAM: potentiates acetylcholine response at human M4 receptor | activation, % at 3 µM | hit rate 0.4% among 360,000 | P08173 | CHO-K1 hM4/Gqi5, Fluo-8 calcium fluorescence, ACh EC20; 0% = ACh EC20, 100% = maximal ACh;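 active = activation above its plate's cutoff, the mean activation of sample wells plus 3 SD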; also: some results filed as inactive read as strong as hits
MEKK3 PB1 HTS: MEKK3-MEK5 PB1 interaction, increase or decrease; bead-based flow cytometry, Alexa488-MEK5 binding to MEKK3; actives lie on both sides; 0 = blocked by unlabeled MEK5, 100 = vehicle; binding response (% of control), % at 10 µM; hit rate 1.4% among 290,000;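 active = binding response more than 3 SD above or below the average of its plate-row segment, actives on both sides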;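 also: Alexa488 bead fluorescence after subtracting the streptavidin-only scavenger bead signal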
Target sequence (Q99759 whole entry, looked up): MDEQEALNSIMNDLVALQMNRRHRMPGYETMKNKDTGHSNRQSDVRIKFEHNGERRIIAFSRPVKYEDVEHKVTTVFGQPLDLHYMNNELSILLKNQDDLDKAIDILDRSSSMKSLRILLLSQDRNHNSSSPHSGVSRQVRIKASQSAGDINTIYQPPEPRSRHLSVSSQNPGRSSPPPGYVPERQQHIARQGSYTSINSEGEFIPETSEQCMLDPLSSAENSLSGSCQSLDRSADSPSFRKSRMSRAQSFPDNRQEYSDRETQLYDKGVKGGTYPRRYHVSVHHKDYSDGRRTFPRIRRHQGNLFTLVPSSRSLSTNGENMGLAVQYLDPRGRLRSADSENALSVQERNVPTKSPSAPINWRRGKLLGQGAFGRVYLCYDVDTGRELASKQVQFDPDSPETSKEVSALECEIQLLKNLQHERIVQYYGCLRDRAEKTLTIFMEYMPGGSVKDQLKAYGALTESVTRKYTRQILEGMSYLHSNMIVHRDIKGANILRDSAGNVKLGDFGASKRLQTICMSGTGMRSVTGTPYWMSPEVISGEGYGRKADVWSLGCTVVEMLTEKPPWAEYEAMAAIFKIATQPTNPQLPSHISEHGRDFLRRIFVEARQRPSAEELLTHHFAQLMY
GalR3 antag: human GalR3 antagonism. HEK293 GalR3-CNG cAMP membrane potential fluorescence; galR3 body fused to GalR1 C-terminus. hit rate 0.44% among 360,000. inhibition, % at 3 µM. O60755;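 active = inhibition above the screen-wide average plus 3 SD, cut at about 13% in these data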;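 also: forskolin and galanin both at EC90 stimulate the cells; cAMP rise reported by CNG channel membrane potential dye signal; 0% = forskolin plus galanin with DMSO and 100% = forskolin alone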
IDE act: boosts human insulin-degrading enzyme activity in HEK cells | P14735 | FAbeta-B cleavage, fluorescence polarization; 0% vehicle, 100% cell-free pure enzyme wells | activation, % at 5.96 µM | hit rate 0.073% among 340,000 | AID 493087;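 active = activation above the mean of all tested compounds plus 3 SD, set per screening campaign, cut at about 17% in these data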
pCIP destab: p/CIP protein destabilization | Q05BA5 | decrease of EGFP signal, % at 10 µM | hit rate 0.01% among 290,000 | F442A p/CIP-EGFP cells, EGFP fluorescence, 16 h | AID 1984;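 active = EGFP signal decrease of at least 30% at 10 µM or well 3 SD below plate mean, unless failing retest; inactive = the rest, including hits failing retest or dose response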; also: some compounds called inactive have numbers as strong as hits; many of its hits are not listed in these tables
IDE cell inh: inhibits human insulin-degrading enzyme in HEK cells | P14735 | FAbetaB cleavage, fluorescence polarization | inhibition, % at 5.59 µM | hit rate 0.41% among 320,000 | AID 434962;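 active = percent inhibition above the average of all tested compounds plus 3 SD, set per screening campaign, cut at about 16% in these data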;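 also: IDE supplied by intact live HEK cells; FP after avidin binding of uncleaved biotin substrate so inhibition keeps polarization high; 0% = DMSO wells and 100% = 60 µM reference IDE inhibitor Ii1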
CRFBP-R2 agonist: agonists of human CRF-binding protein/CRF-R2 receptor complex. hit rate 0.46% among 350,000. HEK293 CRF-R2/CRF-BP, calcium dye fluorescence (FLIPR); percent of saturating CRF peptide response. activation, % at 13.2 µM;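 active = activation of at least 50%, plus an integration ratio under a set limit after plate pattern correction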;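 also: plate controls were neutral control wells without compound for no effect and CRF at EC100 for full effect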
The depositor's hits bear a star; [ ] = dose if it differs, or a comment.

How did CCOC(=O)CC1C(=O)NCCN1C(=S)NC(=O)c1ccccc1OC (configuration not stated) do in these assays?
CRFBP-R2 block: -9; PHOSPHO1 inh: 37; M4 PAM: 3; MEKK3 PB1 HTS: 103; GalR3 antag: -1; IDE act: 6; pCIP destab: -1; IDE cell inh: -2; CRFBP-R2 agonist: -1.9

What do the screens show for `Cc1cc(C)cc(OCC(=O)OC(C)C(=O)Nc2ccc(Cl)cn2)c1` (configuration not stated)?
CRFBP-R2 block: -17; M4 PAM: -3; GalR3 antag: -1; IDE act: -2; IDE cell inh: 3; CRFBP-R2 agonist: -3.1

How did O=C(Nc1cccc(Cl)c1)Nc1ccnc(-c2cccnc2)n1 do in these assays?
CRFBP-R2 block: 0; PHOSPHO1 inh: -5; M4 PAM: -12; MEKK3 PB1 HTS: 104; GalR3 antag: -1; IDE act: -3; pCIP destab: -9; IDE cell inh: 6; CRFBP-R2 agonist: -1.0

Results for CN1CCN(C(=O)c2cnn3c(C(F)F)cc(C4CC4)nc23)CC1 ?
CRFBP-R2 block: 34; PHOSPHO1 inh: -11; M4 PAM: 7; MEKK3 PB1 HTS: 108; GalR3 antag: 5; IDE act: 4; pCIP destab: -16; IDE cell inh: 4; CRFBP-R2 agonist: -1.6

What do the screens show for `CCOC(=O)N1CCN(C(=O)c2cc(Cl)c(Cl)cc2C(=O)O)CC1`?
CRFBP-R2 block: 0; PHOSPHO1 inh: 28; M4 PAM: 19; MEKK3 PB1 HTS: 101; IDE act: 10; pCIP destab: 8; IDE cell inh: -2; CRFBP-R2 agonist: 8.9

What do the screens show for `Cc1ccc(Nc2ccccc2)cc1`?
CRFBP-R2 block: 6; PHOSPHO1 inh: -17; M4 PAM: 7; MEKK3 PB1 HTS: 97; GalR3 antag: 1; IDE act: -4; pCIP destab: -1; IDE cell inh: -6; CRFBP-R2 agonist: -1.0

How did CCOC(=O)CON1C(=O)c2ccccc2C1=O do in these assays?
CRFBP-R2 block: 2; PHOSPHO1 inh: 17; M4 PAM: 1; MEKK3 PB1 HTS: 100; GalR3 antag: -4; IDE act: 3; pCIP destab: -3; IDE cell inh: 0; CRFBP-R2 agonist: -0.2

Results for CC(=O)c1ccc2c(c1)C1C=CCC1C(c1ccncc1)N2 (configuration not stated) ?
CRFBP-R2 block: 11; PHOSPHO1 inh: 48; M4 PAM: -5; MEKK3 PB1 HTS: 103; GalR3 antag: 0; IDE act: 4; pCIP destab: -6; IDE cell inh: 4; CRFBP-R2 agonist: 0.7

How did Cc1cc(-c2nc3cc(F)ccc3s2)ccc1N do in these assays?
CRFBP-R2 block: 16; M4 PAM: 1; GalR3 antag: -6; IDE act: 2; CRFBP-R2 agonist: -0.2

What do the screens show for `CCN(CC)S(=O)(=O)c1ccc(NC(=O)C2CCCO2)cc1` (configuration not stated)?
CRFBP-R2 block: 23; PHOSPHO1 inh: 42; M4 PAM: 5; MEKK3 PB1 HTS: 94; GalR3 antag: -10; IDE act: 4; pCIP destab: -8; IDE cell inh: 1; CRFBP-R2 agonist: 1.0

Results for CCOC(=O)COc1ccc(S(=O)(=O)c2ccc(OCC(=O)OCC)cc2)cc1 ?
CRFBP-R2 block: 6; PHOSPHO1 inh: -9; M4 PAM: 1; MEKK3 PB1 HTS: 101; GalR3 antag: -2; IDE act: 5; pCIP destab: 2; IDE cell inh: 0; CRFBP-R2 agonist: -1.0

What do the screens show for `O=S(=O)(Oc1ccccc1)c1cccnc1`?
CRFBP-R2 block: -4; M4 PAM: 16; GalR3 antag: 4; IDE act: 1; IDE cell inh: -2; CRFBP-R2 agonist: -1.4

Results for Cc1cc(C)n(Cc2ccc(Cl)c(Cl)c2)c(=O)c1S(=O)(=O)c1ccccc1 ?
CRFBP-R2 block: -15; PHOSPHO1 inh: -6; M4 PAM: 5; GalR3 antag: 0; IDE act: 2; pCIP destab: -8; CRFBP-R2 agonist: -3.8

How did O=C(O)c1cc(N/N=C/c2ccc(OCc3ccccc3)cc2)ccc1Cl do in these assays?
CRFBP-R2 block: 11; PHOSPHO1 inh: 1; M4 PAM: 1; MEKK3 PB1 HTS: 112; GalR3 antag: -4; IDE act: 5; pCIP destab: -7; IDE cell inh: 3; CRFBP-R2 agonist: -1.4

How did CCOc1ccccc1NC(=O)C(C)N1C(=O)c2ccccc2S1(=O)=O (configuration not stated) do in these assays?
CRFBP-R2 block: 12; M4 PAM: 12; GalR3 antag: -4; IDE act: 2; IDE cell inh: 0; CRFBP-R2 agonist: -0.3

How did COCC(=O)/C=C1\Sc2ccccc2N1C do in these assays?
CRFBP-R2 block: 2; PHOSPHO1 inh: 16; M4 PAM: 7; MEKK3 PB1 HTS: 106; GalR3 antag: 2; IDE act: 2; pCIP destab: -6; IDE cell inh: 1; CRFBP-R2 agonist: -1.9

What do the screens show for `Nc1ccccc1SCC(=O)Nc1nc(-c2ccccc2)cs1`?
CRFBP-R2 block: 6; PHOSPHO1 inh: 4; M4 PAM: 3; MEKK3 PB1 HTS: 113; GalR3 antag: -10; IDE act: 2; pCIP destab: 11; IDE cell inh: 3; CRFBP-R2 agonist: -1.3

How did COc1ccccc1C(=O)N1CCCN(C(=O)c2ccccc2OC)CC1 do in these assays?
CRFBP-R2 block: -27; PHOSPHO1 inh: -6; M4 PAM: 11; MEKK3 PB1 HTS: 103; GalR3 antag: -4; IDE act: -1; pCIP destab: -6; IDE cell inh: -2; CRFBP-R2 agonist: 1.4

What do the screens show for `CC1(C)N([O-])C2=C(c3ccccc3C2=O)[N+](=O)C1(C)C`?
CRFBP-R2 block: -2; PHOSPHO1 inh: 9; M4 PAM: 13; MEKK3 PB1 HTS: 101; GalR3 antag: -4; IDE act: 3; pCIP destab: 13; IDE cell inh: 1; CRFBP-R2 agonist: -1.1

What do the screens show for `C#CCOCC1CN(c2ccccc2)C(=O)O1` (configuration not stated)?
CRFBP-R2 block: 12; M4 PAM: 3; GalR3 antag: 1; CRFBP-R2 agonist: 1.9

Results for Cc1ccc(NC(=O)Cn2ncn3c(cc4ccccc43)c2=O)c(C)c1 ?
CRFBP-R2 block: 16; PHOSPHO1 inh: -27; M4 PAM: -3; MEKK3 PB1 HTS: 100; GalR3 antag: -8; IDE act: 5; pCIP destab: -9; IDE cell inh: 4; CRFBP-R2 agonist: 1.6

Results for O=S(=O)(NC1CCCC1)c1ccc(S(=O)(=O)N2CCN(c3ccccc3)CC2)cc1 ?
CRFBP-R2 block: 6; PHOSPHO1 inh: 0; M4 PAM: 0; MEKK3 PB1 HTS: 95; GalR3 antag: -5; IDE act: -3; pCIP destab: -6; IDE cell inh: -1; CRFBP-R2 agonist: 4.6

What do the screens show for `CC(C)CNC(=S)N(CCCO)Cc1cc2cc3c(cc2[nH]c1=O)OCCO3`?
CRFBP-R2 block: 3; PHOSPHO1 inh: -2; M4 PAM: 7; MEKK3 PB1 HTS: 100; GalR3 antag: -9; IDE act: -5; pCIP destab: -4; IDE cell inh: -4; CRFBP-R2 agonist: -3.3

What do the screens show for `CC(=O)c1c(COC(=O)c2ccccc2)nc2ccccc2[n+]1[O-]`?
CRFBP-R2 block: -9; PHOSPHO1 inh: 27; M4 PAM: -1; MEKK3 PB1 HTS: 99; GalR3 antag: 0; IDE act: 1; pCIP destab: -3; IDE cell inh: 0; CRFBP-R2 agonist: 0.6

How did CCN1C(=O)[C@H]2[C@@H](c3ccc(-c4cccc(Cl)c4)cc3)N[C@@](CC(C)C)(C(=O)OC)[C@H]2C1=O do in these assays?
CRFBP-R2 block: -1; M4 PAM: 8; GalR3 antag: -1; IDE act: 5; IDE cell inh: -1; CRFBP-R2 agonist: 1.5

How did COc1ccc(N/N=C(\C=N\O)C(=O)c2ccc(OC)cc2)cc1 do in these assays?
CRFBP-R2 block: 43; PHOSPHO1 inh: 6; M4 PAM: 6; MEKK3 PB1 HTS: 106; GalR3 antag: -1; IDE act: 5; pCIP destab: -12; IDE cell inh: 0; CRFBP-R2 agonist: -3.5

How did Cc1ccc(CNC(=O)CSc2ncccn2)cc1 do in these assays?
CRFBP-R2 block: -2; PHOSPHO1 inh: 14; M4 PAM: 1; MEKK3 PB1 HTS: 105; GalR3 antag: -3; IDE act: 2; pCIP destab: 16; IDE cell inh: 3; CRFBP-R2 agonist: -1.2

Results for O=C(NC(NC(=S)Nc1ccccc1O)C(Cl)(Cl)Cl)c1ccco1 (configuration not stated) ?
CRFBP-R2 block: -5; PHOSPHO1 inh: 7; M4 PAM: 0; MEKK3 PB1 HTS: 116; GalR3 antag: -6; IDE act: -2; pCIP destab: -4; IDE cell inh: 3; CRFBP-R2 agonist: 3.6

What do the screens show for `COc1ccc(C(c2c(C)[nH][nH]c2=O)c2c(C)[nH][nH]c2=O)cc1Br`?
CRFBP-R2 block: 5; PHOSPHO1 inh: 23; M4 PAM: -5; MEKK3 PB1 HTS: 104; GalR3 antag: -7; IDE act: 3; pCIP destab: 1; IDE cell inh: 1; CRFBP-R2 agonist: -1.4

Results for CC(C)N(Cc1nccn1C)C(=O)CC1C(=O)NCCN1Cc1ccc(F)c(F)c1 (configuration not stated) ?
CRFBP-R2 block: -7; PHOSPHO1 inh: 28; M4 PAM: 5; MEKK3 PB1 HTS: 103; GalR3 antag: -1; IDE act: 2; pCIP destab: 22; IDE cell inh: 10; CRFBP-R2 agonist: 2.6

Results for O=C(CN1C(=O)COc2ccccc21)NCCN1CCc2ccccc2C1 ?
CRFBP-R2 block: -2; PHOSPHO1 inh: 9; M4 PAM: 1; MEKK3 PB1 HTS: 104; GalR3 antag: 0; IDE act: 6; pCIP destab: 0; IDE cell inh: 1; CRFBP-R2 agonist: -0.1

Results for O=C(C1CCC(CNS(=O)(=O)c2cccs2)CC1)N1CCN(c2ccc(F)cc2)CC1 (configuration not stated) ?
CRFBP-R2 block: -7; PHOSPHO1 inh: 24; M4 PAM: 8; MEKK3 PB1 HTS: 77*[inhibitor]; GalR3 antag: -11; IDE act: 4; pCIP destab: 0; IDE cell inh: 1; CRFBP-R2 agonist: 0.4

How did C/C(CCc1ccc2c(c1)OCO2)=N\N=C1\NC(=O)CC(C(=O)Nc2ccccc2F)S1 (configuration not stated) do in these assays?
CRFBP-R2 block: -41; PHOSPHO1 inh: -17; M4 PAM: -2; MEKK3 PB1 HTS: 93; GalR3 antag: -2; IDE act: 5; pCIP destab: -1; IDE cell inh: 4; CRFBP-R2 agonist: 1.5

What do the screens show for `CC(=O)Nc1c(O)nc(SCC(=O)N2CCN(c3ccc(F)cc3)CC2)[nH]c1=O`?
CRFBP-R2 block: -9; PHOSPHO1 inh: -26; M4 PAM: 13; MEKK3 PB1 HTS: 102; GalR3 antag: -7; IDE act: -2; pCIP destab: -7; IDE cell inh: 7; CRFBP-R2 agonist: 6.5

Results for CC(=O)Nc1ccc(S(=O)(=O)Nc2cc(C)ccn2)cc1 ?
CRFBP-R2 block: 5; PHOSPHO1 inh: 20; M4 PAM: 8; MEKK3 PB1 HTS: 98; IDE act: 4; pCIP destab: -6; IDE cell inh: 9; CRFBP-R2 agonist: 2.3

Looked up by compound from above (2):
Results for CC(=O)Nc1ccc(S(=O)(=O)Nc2cc(C)ccn2)cc1 ?
CRFBP-R2 block: 5; PHOSPHO1 inh: 20; M4 PAM: 8; MEKK3 PB1 HTS: 98; IDE act: 4; pCIP destab: -6; IDE cell inh: 9; CRFBP-R2 agonist: 2.3

What do the screens show for `CC(=O)Nc1c(O)nc(SCC(=O)N2CCN(c3ccc(F)cc3)CC2)[nH]c1=O`?
CRFBP-R2 block: -9; PHOSPHO1 inh: -26; M4 PAM: 13; MEKK3 PB1 HTS: 102; GalR3 antag: -7; IDE act: -2; pCIP destab: -7; IDE cell inh: 7; CRFBP-R2 agonist: 6.5
